Assay outcomes from PubChem BioAssay.
H9c2 protect: protects H9c2 cardiomyocytes from peroxide injury; H2O2 injury protection, ATPLite, 2 h; protection from H2O2 cell death, % at 20 µM; 360,000 tested, 0.63% active;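 active = compounds giving at least 50% protection of heart cells from peroxide-induced death in the single-dose screen, raw or plate-pattern-corrected value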;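 note: 0% = DMSO wells with peroxide and 100% = DMSO wells without peroxide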
ABCB6 inh MLPCN: inhibitors of human ABC transporter ABCB6; K562-ABCB6 porphyrin accumulation, flow cytometry, 1 h; hits give low values; fluorescence ratio to DMSO, % at 10 µM; 360,000 tested, 0.19% active; AID 602162;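 active = fluorescence ratio to DMSO below 75%, the collection mean minus 3 SD; inconclusive = too few cells collected in the well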;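 note: signal is porphyrin accumulated inside mitochondria; 100% equals median channel fluorescence of DMSO control wells; lower ratio means ABCB6 inhibition with less porphyrin fluorescence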
CaV13 FRET inh: Disruptors of the CACNA1D IQ motif to Ca2+-dependent inactivation inhibitor domain association, primary screening, Förster resonance energy transfer in intact living …. HEK cells, CFP/YFP FRET ICDI-IQ, plate reader, 10 min; percent FRET-ratio fall versus neutral wells. inhibition, % at 12.3 µM. 340,000 tested, 0.098% active. AID 743397;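 active = mean replicate inhibition of at least 30% and at least 1% of replicates passing that level; inconclusive = only one of the two criteria is met; inactive = neither criterion is met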;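 note: 0% = median of the neutral control wells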
N-glyco inh: N-linked glycosylation inhibition | D54 ERlucT glycosylation luciferase reporter, 24 h; percent of 100 nM tunicamycin response | reporter increase, % at 12.5 µM | 360,000 tested, 0.23% active | AID 588692;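 active = mean luciferase reporter signal, scaled so untreated is 0 and the glycosylation-blocking control 100, at or above a set limit in every replicate; inconclusive = mean reaches the limit but not every replicate does; inactive = mean below the limit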;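 note: luciferase carries N-glycosylation sites so blocking glycosylation raises the light; 0% = median of neutral control wells and 100% = median of 100 nM tunicamycin wells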
aDG glyco up: alpha-DG glycosylation activation | Pro5-aDG cells, alpha-DG glycosylation AlphaScreen (IIH6); 0% Pro5, 100% B10-LARGE cell signal | 360,000 tested, 0.22% active | activation, % at 10 µM;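 active = activation of at least 8% versus controls, or a plate z-score of at least 8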;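 note: Pro5 are CHO cells carrying HIG-tagged alpha-DG that lacks glycosylation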
MC4R barr agon: human MC4R agonism via beta-arrestin | P32245 | U2OS MC4R beta-arrestin complementation, luminescence; percent of melanotan II response, DMSO zero | activation, % at 8.9 µM | 360,000 tested, 0.98% active | AID 540308;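 active = activation above a per-plate cutoff, the mean activation of sample wells on that plate plus 3 SD, cut at about 8% in these data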
Target sequence (P32245 whole entry, looked up): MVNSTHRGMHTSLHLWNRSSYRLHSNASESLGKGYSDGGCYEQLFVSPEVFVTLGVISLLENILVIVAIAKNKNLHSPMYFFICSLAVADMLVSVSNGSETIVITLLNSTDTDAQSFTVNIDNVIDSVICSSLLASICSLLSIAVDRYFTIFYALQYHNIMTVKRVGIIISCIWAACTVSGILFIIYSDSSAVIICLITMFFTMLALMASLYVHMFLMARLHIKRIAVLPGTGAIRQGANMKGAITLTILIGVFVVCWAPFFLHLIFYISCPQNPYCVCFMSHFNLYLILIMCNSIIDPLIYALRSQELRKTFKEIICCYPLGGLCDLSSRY
MC4R antag cAMP: antagonists of human melanocortin 4 receptor (MC4R); MC4R-expressing cells, MTII-stimulated cAMP, LANCE TR-FRET; P32245; inhibition, % at 6.5 µM; AID 540295; 360,000 tested, 0.48% active;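 active = inhibition above its plate's cutoff, the mean of tested wells on that plate plus 3 SD, cut at about 29% in these data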;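 note: 0% = Melanotan II alone and 100% = Melanotan II plus saturating MCL0020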
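Assay system: human MC4R-expressing U2OS cells; reagent: Melanotan II stimulation of cells; dosing: 6.5 µM single dose; timing: compound 30 min, challenge 1 h, detection 1 h; signal: TR-FRET cAMP assay; replicates: one well per compound, no replicates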
PDI turbidity: PDI (human) enzyme inhibition | P07237 | PDI insulin aggregation turbidity, A650, 90 min | inhibition, % at 10 µM | 350,000 tested, 0.052% active;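 active = mean inhibition across replicates of 30% or more, whatever share of single replicates reach that level; inconclusive = mean inhibition below 30% while every single replicate reaches 30%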;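 note: absorbance from insulin aggregation driven by PDI reduction with DTT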
Target sequence (P07237 whole entry, looked up): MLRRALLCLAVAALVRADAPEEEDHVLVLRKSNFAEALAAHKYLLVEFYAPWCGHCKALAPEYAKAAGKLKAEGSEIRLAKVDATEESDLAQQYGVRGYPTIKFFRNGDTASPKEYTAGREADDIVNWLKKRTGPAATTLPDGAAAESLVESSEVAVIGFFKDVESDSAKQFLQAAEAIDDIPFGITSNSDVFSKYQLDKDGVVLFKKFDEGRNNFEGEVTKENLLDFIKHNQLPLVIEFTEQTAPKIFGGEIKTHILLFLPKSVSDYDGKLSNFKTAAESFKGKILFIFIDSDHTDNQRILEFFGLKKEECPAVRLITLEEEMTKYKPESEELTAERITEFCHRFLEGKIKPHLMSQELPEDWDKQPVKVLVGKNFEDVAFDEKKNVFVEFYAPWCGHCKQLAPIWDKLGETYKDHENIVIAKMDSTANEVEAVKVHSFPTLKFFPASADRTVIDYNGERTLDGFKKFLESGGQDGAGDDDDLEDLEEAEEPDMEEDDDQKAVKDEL
HTR2A ag: activates the mouse 5-HT2A serotonin receptor; CHO-K1 mHTR2A beta-arrestin complementation, luminescence; percent of 30 µM serotonin response; activation, % at 7.6 µM; 360,000 tested, 0.66% active;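 active = activation above a run cutoff, the mean activation of all tested compounds plus 3 SD, cut at about 14% in these data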;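 note: 0% = plate median of compound wells and 100% = 30 µM serotonin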
Vif inh: blocks HIV Vif function; HEK293T cells, Vif self-association by quenched fluorescence, imaging, 24 h; inhibition, % at 7.49 µM; 340,000 tested, 0.35% active; AID 602346; in the data active = inhibition above about 50%, passing the limit was not always enough; inconclusive = no clear call, values can overlap the other calls; inactive = below about 31%; note: some results filed as inactive read as strong as hits
The depositor's hits bear a star; ? = inconclusive; . = not tested or not shown.

SMILES	H9c2 protect	ABCB6 inh MLPCN	CaV13 FRET inh	N-glyco inh	aDG glyco up	MC4R barr agon	MC4R antag cAMP	PDI turbidity	HTR2A ag	Vif inh
CCn1c(SCC(=O)N2CCOCC2)nc(O)cc1=O	7	100	-6	1	0.3	-1.1	6	-6	2	-3
COc1cccc(Nc2cc(C)nc3nc(C)nn23)c1	-5	98	-2	-5	0.0	-0.5	-6	.	8	-1
CC(=O)NCCNC(=O)C1CCC(CNc2nc(=S)[nH]c3ccccc23)CC1 (stereo not drawn)	-4	96	-5	2	0.1	2.1	-2	-4	0	2
COCCn1ccc2c(OCC(=O)NCCc3ccc(OC)c(OC)c3)cccc2c1=O	12	101	-4	0	-0.1	-1.0	14	3	4	8
O=C(Nc1ccccc1OC(F)F)c1ccc(N2CCCC2=O)cc1	0	98	-5	2	0.1	-0.8	5	4	0	2
CC(NC(=O)CSc1ncccn1)c1ccc2c(c1)OCO2 (stereo not drawn)	-1	102	-6	-1	0.1	-1.1	4	3	-1	-1
O=C(CC1SC(N2CCCCC2)=NC1=O)Nc1cccc(C(=O)O)c1 (stereo not drawn)	3	91	.	-1	0.0	-2.2	13	2	1	7
CCOC(=O)[C@H]1[C@H]2COc3ccc(Br)cc3[C@@H]2N2C(=O)c3c(C)cc(C)cc3NC(=O)[C@@]12C	12	100	0	-3	0.3	-1.1	-2	3	-4	0
CCc1ccc(OCC(=O)Nc2nnc(-c3ccco3)s2)cc1	1	101	-3	0	-0.2	2.4	-2	4	-3	0
Cc1cc(=O)[nH]c2c1c(-c1ccccc1)nn2C	4	100	-4	2	0.0	-0.3	4	5	-1	-3
O=C(COC(=O)c1ccccc1Br)NCCN1C(=O)CSC1=O	10	98	9	2	-0.1	1.3	0	-3	3	0
O=C(NC1CCCCC1)NC1CC2CCC(C1)N2C(=S)NCc1ccco1 (stereo not drawn)	-2	94	-7	-1	0.0	-0.1	20	8	5	2
COC(=O)c1ccc(C(=O)NC2CCCc3c2cnn3-c2ccccc2F)nc1 (stereo not drawn)	-7	86	-5	?	-0.4	-3.2	-20	-10	1	-11
O=C(NCc1ccccn1)C(=O)NCC1OCCCN1S(=O)(=O)c1cc(F)ccc1F (stereo not drawn)	0	105	-6	0	-0.2	-1.0	-1	8	9	-6
Cc1occc1C(=O)N1CCCC(Nc2ccc(F)cc2)C1 (stereo not drawn)	3	100	-10	1	-0.1	-1.1	4	2	5	11
CCOC(=O)c1cc(-c2ccc(F)cc2)n(CC(=O)Nc2nccs2)c1C	12	98	-6	-2	0.0	3.7	9	4	2	-4
O=C(Nc1ccc(S(=O)(=O)N2CCCCC2)cc1)C1CCCCC1	-7	96	-3	-2	0.2	-1.5	1	-1	5	?
CCC(c1nnnn1C1CCCC1)N1CCN(c2cccc(OC)c2)CC1 (stereo not drawn)	-2	107	-7	-1	-0.3	-1.6	16	3	-3	-4
CC(=O)Nc1ccc(CN2C(=O)C(Cc3ccccc3)ON=C2c2ncccc2C)cc1 (stereo not drawn)	7	99	17	-1	-0.2	0.5	16	-5	0	0
CNc1ccc2ncc(-c3ccccc3C(C)=O)n2n1	6	93	-6	1	0.0	0.3	2	7	1	-3
C/C(=N\Nc1nccnc1Cl)c1ccc(O)cc1	8	104	-21	-2	0.0	-0.1	2	-2	-2	5
Cc1nnc(NC(=O)COc2ccc3c(C)cc(=O)oc3c2)s1	11	105	-5	-1	0.0	-0.5	0	5	6	3
CCOC(=O)c1cnc2ccccc2c1Nc1cccc(C(=O)O)c1	7	100	-6	0	-0.2	0.2	39*	2	0	16
CC(C)[C@H](NC(=O)OCc1ccccc1)C(=O)OCC(=O)NCCc1ccccc1	2	93	-2	-1	0.0	0.4	2	-4	-2	-6
O=C1c2ccccc2OC2(C=Cc3ccccc3O2)N1Cc1ccccc1 (stereo not drawn)	-16	96	-5	7	0.0	-1.1	12	0	-5	1
O=C(CSc1ncccn1)Nn1cnnc1	-1	105	-9	2	2.3	-2.2	-2	10	1	-2
COc1ccccc1NC(=O)CON=C(N)CC(=O)NC1CCCCC1	1	125	-20	2	0.0	-1.8	-9	-8	-13	-3
CCCOC(=O)c1ccc(NC(=O)Cc2cccs2)cc1	-8	97	-5	-1	0.2	2.6	19	-2	-9	?
Cc1cc(C)c2nc(SCC(=O)Nc3cc(C)on3)c(C#N)cc2c1	5	100	-9	2	0.0	0.9	4	2	0	-3
CCc1cccc(C)c1NC(=O)C1CCCN1C(=O)NCc1ccccc1 (stereo not drawn)	-1	99	-2	3	-0.2	-0.8	-3	-3	8	18
CCc1c(C)nc(SCC(=O)Nc2ccc3c(c2)OCCO3)[nH]c1=O	5	98	-7	-1	0.1	-2.5	6	0	-2	0
Cc1cccc(Cn2c(Cc3ccccc3)nc3ccccc32)c1	0	94	-5	-2	0.3	1.2	5	0	-5	-18
Cc1cc(=O)nc2c3ccccc3n(CC(=O)Nc3ccccc3Br)n12	18	98	-3	1	0.1	1.0	-7	-1	3	-5
O=C1CN(c2ccc(Cl)cc2)C2(CCCCC2)S1	-4	102	-3	-2	0.3	1.8	17	4	-1	3
O=C(Nc1ccc(N2CCOCC2)cc1N1CCOCC1)c1ccc([N+](=O)[O-])cc1Cl	7	98	-6	-1	0.2	0.0	12	0	-3	-3
COc1ccc(/C=N/NC(=O)c2cccc(NC(C)=O)c2)c(OC)c1	3	99	-7	3	0.1	0.2	-11	-5	4	2
Cc1cccc(-n2nc3c(c2NC(=O)c2ccc(Br)o2)CSC3)c1C	0	102	-11	-3	0.6	-1.2	21	7	0	.
Cc1csc(N/N=C/c2ccccn2)n1	-14	98	-5	-20	2.6	-0.5	-2	1	4	16
CCOC(=O)C(=CNc1cccc(N)n1)C(=O)OCC	12	100	-6	0	0.1	-3.0	7	-4	0	-6
CC1CCN(C(=O)C2CCC(C)(C(=O)O)C2(C)C)CC1 (stereo not drawn)	1	98	-4	5	0.0	-0.3	1	6	3	15
CCOC(=O)CN1C(=O)CSc2ccc(S(=O)(=O)N3CCCC3)cc21	1	96	-3	0	0.0	5.1	6	-2	4	1
COc1ccc(/C=C(\C#N)C(=O)c2c(C)[nH]c3ccccc23)cc1OC	54*	102	-4	4	0.0	-1.5	-3	5	2	43
O=C(c1cccs1)N1CCN(Cc2cccnc2)CC1	1	95	-4	1	0.0	-1.3	-2	11	9	-5
CCN(CC)CCN1C(=O)C(=O)/C(=C(/O)c2c(C)[nH]c(C(=O)OC)c2C)C1c1ccccc1OC (stereo not drawn)	-4	99	-7	0	0.0	-3.2	-3	9	6	-4
COc1ccccc1C(CNC(=O)c1cccc(S(=O)(=O)Nc2ccc(C)cc2)c1)N1CCCC1 (stereo not drawn)	4	98	-7	-4	0.0	-1.6	9	11	-8	-13
CN1CCN(C(=O)c2ccc(NS(=O)(=O)c3cccc([N+](=O)[O-])c3)cc2)CC1	2	100	-6	1	0.1	-1.8	0	5	-9	-10
Cc1ccc(Nc2nc3ccccc3n3nnnc23)cc1	-7	101	-5	-4	0.2	3.8	-5	-2	-1	-4
COc1ccc(S(=O)(=O)Nc2cccnc2)c(Cl)c1Cl	0	103	-1	-2	-0.3	-1.2	4	2	2	-1
Cc1ccc2nc(N/N=C/c3ccco3)cc(C)c2c1	-17	101	-16	7	0.6	-0.1	19	13	-8	2
c1ccc(Nc2nc(-c3ccncc3)cs2)nc1	-11	127	.	-6	0.0	-3.2	-1	7	-3	-12

As a short view, part of the list above:
SMILES	H9c2 protect	ABCB6 inh MLPCN	CaV13 FRET inh	N-glyco inh	aDG glyco up	MC4R barr agon	MC4R antag cAMP	PDI turbidity	HTR2A ag	Vif inh
COc1ccc(/C=C(\C#N)C(=O)c2c(C)[nH]c3ccccc23)cc1OC	54*	102	-4	4	0.0	-1.5	-3	5	2	43
O=C(c1cccs1)N1CCN(Cc2cccnc2)CC1	1	95	-4	1	0.0	-1.3	-2	11	9	-5
CCN(CC)CCN1C(=O)C(=O)/C(=C(/O)c2c(C)[nH]c(C(=O)OC)c2C)C1c1ccccc1OC (stereo not drawn)	-4	99	-7	0	0.0	-3.2	-3	9	6	-4
COc1ccccc1C(CNC(=O)c1cccc(S(=O)(=O)Nc2ccc(C)cc2)c1)N1CCCC1 (stereo not drawn)	4	98	-7	-4	0.0	-1.6	9	11	-8	-13
CN1CCN(C(=O)c2ccc(NS(=O)(=O)c3cccc([N+](=O)[O-])c3)cc2)CC1	2	100	-6	1	0.1	-1.8	0	5	-9	-10
Cc1ccc(Nc2nc3ccccc3n3nnnc23)cc1	-7	101	-5	-4	0.2	3.8	-5	-2	-1	-4
COc1ccc(S(=O)(=O)Nc2cccnc2)c(Cl)c1Cl	0	103	-1	-2	-0.3	-1.2	4	2	2	-1
Cc1ccc2nc(N/N=C/c3ccco3)cc(C)c2c1	-17	101	-16	7	0.6	-0.1	19	13	-8	2
c1ccc(Nc2nc(-c3ccncc3)cs2)nc1	-11	127	.	-6	0.0	-3.2	-1	7	-3	-12

Continued:
SMILES	H9c2 protect	ABCB6 inh MLPCN	CaV13 FRET inh	N-glyco inh	aDG glyco up	MC4R barr agon	MC4R antag cAMP	PDI turbidity	HTR2A ag	Vif inh
NS(=O)(=O)c1ccc(CNC(=O)CSc2nc3ccc(Cl)cc3[nH]2)cc1	6	98	-21	0	-0.1	0.4	9	1	0	4
COc1cccc(CC(=O)Nc2ccccc2C(=O)N2CCOCC2)c1	13	97	-9	2	-0.2	-0.8	-6	-10	3	5
COc1ccc(N2CCN(CCNS(=O)(=O)c3ccc(C)cc3)CC2)cc1	-4	93	-4	0	0.1	0.4	0	7	-4	?
Cc1noc2ncnc(Sc3ccc(Br)cc3)c12	10	100	-18	23	-0.6	-0.8	28	3	-2	-5
O=C(COC(=O)c1cc(S(=O)(=O)N2CCCCC2)ccc1Cl)NC1CCS(=O)(=O)C1 (stereo not drawn)	6	98	-6	1	1.4	0.3	1	0	1	33
Cc1cccc(Nc2nnc(C)c(=O)n2N)c1	3	93	-9	0	-0.1	-1.0	-1	13	5	-9
CN(C)c1ccc(C(=O)N2CCN(c3cc(C(F)(F)F)nc4ccccc34)CC2)cc1	0	98	-14	-1	-0.1	4.9	4	-7	1	-19
